# From PubChem
# Insulin prom up = MIN6 insulin promoter up-regulation. MIN6 insulin promoter-GFP reporter, high-content imaging; hits give high values. z-score at 5 µM. hit rate 0.3% among 190,000. AID 1625;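 active = z-score above 3 at 5 µM with at least 500 cells counted in the well; inconclusive = wells under 500 cells, flagged as cytotoxic or low count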
# Dynein transport = blocks dynein driven cargo transport along microtubules. 3617.4 mouse cells, GR-EGFP nuclear translocation imaging; test concentration mostly 20 µM; stimulated with dexamethasone, 1 µM; hits give low values. z-score, hits read low. hit rate 0.47% among 220,000. AID 1381;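 active = plate z-score of nuclear minus cytoplasmic receptor signal below a set negative limit, without overly bright fluorescence or cell loss, cut at about -3.5 in these data, passing the limit was not always enough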;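 note: z-score of nuclear minus cytoplasmic ring GR-EGFP intensity difference per well; some compounds called inactive have numbers as strong as hits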
#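 Also added – dexamethasone, 1.0 µM final · Buffer or medium – tet-free, stripped-serum medium · Schedule – induction 48 h, compound 1 h, agonist 30 min · Detection – formaldehyde fixation, Hoechst nuclear stain, 10x automated fluorescence imaging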
# bCat nuc transl = beta-catenin nuclear translocation modulation; HeLa beta-catenin nuclear translocation, immunofluorescence imaging; nuclear translocation activity, % at 5 µM; hit rate 0.3% among 190,000;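 active = nuclear translocation activity above 50% at 5 µM, with a well cell count of 50 or more; inconclusive = wells under 50 cells across six images, flagged as toxic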;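 note: per-cell ratio of nuclear to cytoplasmic median beta-catenin stain intensity; plate controls were DMSO negative control for no effect and GSK-3 inhibitor IX positive control for full effect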
#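 assay system = human HeLa cells, endogenous beta-catenin | times = compound treatment 24 h, 37°C, 5% CO2 | detection = Anti-beta-catenin immunofluorescence on PFA-fixed, Triton-permeabilized cells, DAPI nuclei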
# K1F lysis inhibition = protection from phage-mediated lysis, alamar blue read-out – E. coli UTI89, K1F phage, bacterial capsule biogenesis inhibitors (AID 488966). E. coli UTI89 K1F phage lysis, alamar blue, 2 h; higher % means a stronger effect. inhibition, % at 100 µM; hits with a dose series show IC50 in µM. hit rate 0.02% among 340,000;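 active = phage lysis inhibition, versus mean bacterial control, above a set limit; inconclusive = no clear call, values can overlap the other calls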;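 note: capsule biogenesis inhibitors block K1F phage lysis so surviving cells raise fluorescence; higher fluorescence means more inhibition of phage lysis; actives were called in the ten point dose series up to 300 µM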
# M17LAP inhibition = P. falciparum M17LAP inhibitors, primary screen, biochemical, fluorogenic H-Leu-NHMec substrate, 1536-well (AID 1619). recombinant M17LAP, H-Leu-NHMec fluorogenic kinetic assay; higher % means a stronger effect. hit rate 0.38% among 220,000. inhibition, % at 30 µM; hits with a dose series show IC50 in µM;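 active = compound inhibiting the enzyme by more than half at any dose during confirmatory dose-response retesting; inconclusive = strong single-dose inhibitors picked by rank but not retested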;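 note: plate controls were full reaction with DMSO carrier for no effect and no enzyme background for full effect; strong numbers were not always called active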
# ER stress rescue = rescue of cells from ER stress-induced death, primary screen, 384-well, CSM14.1, thapsigargin, ATP luminescence (AID 1222) | 190,000 tested, under 10 active | CSM14.1 thapsigargin-induced death rescue, ATP luminescence; higher % means a stronger effect | one-dose cellular ATP content (survival), % at 20 µM; EC50 in µM for titrated hits;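 active = EC50 below 50 µM in the dose-response confirmation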;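 note: death triggered by thapsigargin at about 15 µM added after 2 h compound pretreatment; cell ATP read after overnight thapsigargin exposure of roughly 18 to 22 hours; normalized against plate controls of thapsigargin alone and 5% DMSO vehicle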
# P. falciparum M1AAP = P. falciparum M1AAP inhibitors, biochemical, fluorogenic H-Leu-NHMec substrate, 1536-well (AID 1445) | hit rate 0.42% among 220,000 | recombinant M1AAP, H-Leu-NHMec fluorogenic kinetic assay; higher % means a stronger effect | one-dose inhibition, % at 30 µM; IC50 in µM for titrated hits;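 active = primary inhibition above the hit cutoff, then over 50% inhibition at one or more dose response concentrations, cut at about 23% in these data, passing the limit was not always enough; inconclusive = conflicting primary data, or primary hits not chosen for dose response; inactive = low primary inhibition, or under 50% at every dose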;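 note: plate controls were DMSO full reaction for no effect and no enzyme background for full effect; strong numbers were not always called active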
# Autophagy mod = modulators of autophagy; MEF GFP-LC3 puncta imaging; test concentration mostly 10 µM; hit rate 0.98% among 190,000; calls only at 10 µM (by protocol); AID 463193;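 active = percentage of spot-positive cells more than 3 SD above its plate mean, without a fluorescence outlier flag or 80% toxicity; inconclusive = no clear call, values can overlap the other calls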;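 note: spot-positive cell cutoff set from DMSO-treated cells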
# MT stabilizer = microtubule stabilizers in HeLa cells | % tubulin-high responders, % at 10 µM | HeLa tubulin immunostaining HCS, 24 h; share of cells brighter than vehicle mean+2SD | hit rate 0.83% among 200,000;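 active = plate Z-score above 3 for both tubulin-high and condensed-nucleus cell shares, with cell loss under 80%, at 10 µM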;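 note: anti alpha tubulin signal scored within the nucleus-defined area of each cell; some results filed as inactive read as strong as hits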
# Dynein transport cytoplasmic EGFP = further read-out of Dynein transport, marked with its call; z-score; measured here: cytoplasmic GR-EGFP intensity; hits give high values
# Dynein transport nuclear GR-EGFP = further read-out of Dynein transport, marked with its call; z-score; measured here: nuclear GR-EGFP intensity;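 lower value marks the stronger effect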
# Dynein transport cell count = recorded beside Dynein transport, whose call it bears; z-score; measured here: cell count per field
# Insulin prom up cell count = recorded beside Insulin prom up, whose call it bears; cell count; measured here: cytotoxicity, nuclei count;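 total cells summed across four imaged fields per well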
# bCat nuc transl cell count 5 µM = second read-out of bCat nuc transl, no call of its own (marks repeat the call); cell count; measured here: cell count, cytotoxicity flag
# MT stabilizer Hoechst-high % = also measured in MT stabilizer; calls as there; % Hoechst-high responders; measured here: nuclear condensation Hoechst responders;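 share of cells brighter than vehicle mean plus two SD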
# MT stabilizer cytotoxicity % = further read-out of MT stabilizer, marked with its call; toxicity, %; measured here: cytotoxicity by cell density;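 0% = mean cell density of plate MIN control wells and 100% = no cells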
# Autophagy mod cell loss 18 h = second read-out of Autophagy mod, no call of its own (marks repeat the call); toxicity, %; measured here: cell loss, nuclei count;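 cell loss after 18 h compound exposure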
# * = called active by the depositor; i = inactive; ? = inconclusive; / = not tested or not shown; + = active, no number; [ ] = dose if it differs, or a comment.
SMILES,Insulin prom up,Insulin prom up cell count,Dynein transport,Dynein transport cytoplasmic EGFP,Dynein transport nuclear GR-EGFP,Dynein transport cell count,bCat nuc transl,bCat nuc transl cell count 5 µM,K1F lysis inhibition,M17LAP inhibition,ER stress rescue,P. falciparum M1AAP,Autophagy mod,Autophagy mod cell loss 18 h,MT stabilizer,MT stabilizer Hoechst-high %,MT stabilizer cytotoxicity %
Brc1cccc(/C=N/Nc2nn[nH]n2)c1,/,/,-1.01,-0.36,-0.414,2.77,2.5,901,-1.5%,34.8%,3.7%,15.0%,i,-9.7,1.6,1.1,2.4
CC12c3ccccc3C(c3ccccc31)C1C(=O)N(Cc3cccnc3)C(=O)[C@H]12 (stereo partly specified),0.04,1572,-0.804,-0.121,-0.35,0.153,-0.2,1088,3.0%,-4.4%,-1.2%,5.5%,i,-38.8,6.5,2.4,9.5
O=C(NCc1ccccc1)C1CCN(S(=O)(=O)N2CCCCCC2)CC1,/,/,-0.0831,-0.291,-0.801,0.66,-1.3,1131,-2.2%,-1.8%,-1.5%,-1.4%,i,5.0,1.2,2.2,11.6
COc1cc(C(=O)Nc2cccc(-c3nc4ncccc4o3)c2C)cc(OC)c1OC,/,/,-0.638,0.204,-0.255,1,-2.5,944,0.7%,3.7%,-2.1%,-10.1%,i,5.8,2.1,1.2,4.3
COc1ccc(-n2c(O)c(C=NCc3ccccn3)c3ccccc3c2=O)c(OC)c1,-1.14,1033,1.06,-0.21,1.02,-0.14,-1.2,1328,0.0%,9.2%,/,8.7%,/,/,/,/,/
O=S(=O)(c1ccc(Cl)s1)N1CCc2ccccc2C1,0.17,1627,0.26,-0.193,1.04,-0.324,-2.1,1335,-0.7%,15.1%,-1.4%,8.2%,i,3.1,1.9,1.7,9.0
O=C(NCc1nnc(SCC(=O)N2CCc3ccccc32)o1)c1ccco1,-0.62,1179,-0.725,-0.232,-0.428,1.13,0.4,1139,0.4%,-5.1%,1.5%,0.8%,i,18.9,1.3,2.2,7.9
O=C(NCc1ccccn1)[C@@H]1C[C@H]1[C@@H](NP(=O)(c1ccccc1)c1ccccc1)c1ccccc1,0.11,1137,-0.759,-0.229,0.178,0.396,/,/,0.0%,1.8%,-3.3%,-4.5%,i,-5.4,2.9,1.6,4.6
Cc1ccc(NC(=O)C(OC(=O)c2ccc(O)cc2)c2ccccc2)cc1Cl (stereo unspecified),0.4,1268,0.0801,-0.31,-0.343,0.425,1.2,565,0.0%,20.7%,-1.1%,6.6%,i,-1.1,2.5,1.3,7.0
c1ccc(Cn2c(Nn3cnnc3)nc3ccccc32)cc1,1.04,1231,1.51,-0.267,0.597,-0.194,2.0,929,0.2%,-5.5%,-2.4%,2.1%,i,6.1,4.4,1.5,3.1
O=C(CSc1nc(-c2ccccc2)nn1C(=O)c1ccccc1)Nc1cccc([N+](=O)[O-])c1,/,/,-0.696,0.366,-0.52,-0.0166,/,/,0.0%,38.1%,4.3%,12.4%,i,-0.2,2.3,1.8,6.3
CC(C)CC(=O)N=C1SC2CS(=O)(=O)CC2N1Cc1ccccc1Cl (stereo unspecified),0.48,1053,0.561,-0.236,0.0502,-0.0685,-1.0,1297,/,-2.4%,/,-1.0%,/,/,/,/,/
CCCS(=O)(=O)N1CCN(S(=O)(=O)c2ccccc2)CC1,0.18,920,0.0205,0.0265,0.128,0.657,0.5,1164,0.2%,-6.2%,4.1%,8.7%,i,1.6,1.3,1.6,7.4
CCOC(=O)N1CCN(C(=O)CSCc2ccc(C)cc2)CC1,-0.2,1626,0.669,-0.169,0.364,-0.766,1.0,1259,-0.9%,8.8%,-6.2%,2.4%,i,-1.2,1.4,1.7,7.9
CC(=O)Nc1ccc(S(=O)(=O)NC2CCS(=O)(=O)C2)cc1Cl (stereo unspecified),-0.42,1489,0.603,-0.205,0.251,-0.221,-0.7,1020,-0.8%,6.0%,/,0.7%,/,/,/,/,/
COc1cccc(C(=O)/C=C/c2ccc(N3CCCCC3)c([N+](=O)[O-])c2)c1,/,/,-0.563,-0.251,-0.462,-0.00539,-1.7,1040,1.2%,-1.9%,-2.4%,11.6%,i,-0.7,2.9,2.3,17.8
O=C(Nc1cccnc1)c1cccc(-c2cc3ccccc3oc2=O)c1,0.86,1371,-0.185,0.164,-0.187,-0.162,0.7,1359,0.0%,-5.5%,-0.3%,-1.0%,i,0.6,0.9,2.2,19.7
O/N=C1/CCc2cccc3cccc1c23,0.58,1409,-0.115,-0.338,-0.0369,0.272,-4.8,1109,-0.1%,-5.9%,3.1%,8.1%,i,7.9,6.8,5.2,5.0
CCOC(=O)CN1CC23C=CC(O2)C(C(=O)Nc2cc(OC)ccc2OC)C3C1=O (stereo unspecified),4.17*,2013*,0.265,-0.148,0.326,0.0805,-2.9,1154,-2.0%,5.8%,-1.2%,-0.7%,i,21.7,2.9,4.4,4.3
Cc1nc(CNS(=O)(=O)c2ccc3c(c2)OCCO3)cs1,0.15,1089,-0.945,0.0388,0.0866,0.204,-5.1,979,0.4%,9.8%,-3.2%,?,i,3.2,2.5,1.3,6.1
COc1ccc(C(C(=O)NC2CCCCC2)N(C(=O)c2sc(C)nc2C)c2ccccc2C)cc1 (stereo unspecified),-0.11,1476,0.465,-0.182,0.217,-0.89,-2.2,1359,5.1%,8.5%,1.4%,10.1%,i,-4.8,1.6,1.7,5.9
CN(C)c1cc[n+](CC(=O)Nc2ccc(Oc3ccccc3)cc2)cc1,-0.61,867,-1.6,-0.202,-1.08,0.255,6.1,1024,-1.2%,12.3%,0.2%,9.8%,i,-5.3,2.4,3.5,4.1
COc1ccccc1NS(=O)(=O)c1ccc(NC(=O)c2ccncc2)cc1,0.54,1164,0.054,-0.267,0.362,-0.0291,-2.0,1098,2.5%,-5.7%,-0.6%,-3.0%,i,-1.0,3.4,2.1,18.4
Clc1ccc(-c2cc(CSc3cccc(Cl)c3)on2)cc1,/,/,/,/,/,/,/,/,0.7%,6.5%,-1.3%,-9.5%,i,35.2,1.7,1.8,2.8

# Single values from the entries so far:
# `COc1cccc(C(=O)/C=C/c2ccc(N3CCCCC3)c([N+](=O)[O-])c2)c1` | Dynein transport: -0.563
# `CC(=O)Nc1ccc(S(=O)(=O)NC2CCS(=O)(=O)C2)cc1Cl` (stereo unspecified) | bCat nuc transl cell count 5 µM: 1020

# (listing goes on)
SMILES,Insulin prom up,Insulin prom up cell count,Dynein transport,Dynein transport cytoplasmic EGFP,Dynein transport nuclear GR-EGFP,Dynein transport cell count,bCat nuc transl,bCat nuc transl cell count 5 µM,K1F lysis inhibition,M17LAP inhibition,ER stress rescue,P. falciparum M1AAP,Autophagy mod,Autophagy mod cell loss 18 h,MT stabilizer,MT stabilizer Hoechst-high %,MT stabilizer cytotoxicity %
CCOc1ccccc1N=C1NC(=O)CS1,-6.97,633,-0.0942,-0.247,-0.202,0.293,-1.0,1056,0.6%,-6.2%,-1.1%,-0.5%,i,-7.5,3.1,1.4,2.2
CCOC(=O)c1cnn(-c2cc(C)c3ccccc3n2)c1N,/,/,-0.293,-0.2,0.0178,0.224,-2.7,976,0.3%,-9.0%,0.0%,6.1%,i,3.4,2.8,2.8,7.4
CCC1Oc2ccc(C)cc2N(CC(=O)NCCCN2CCN(Cc3ccccc3)CC2)C1=O (stereo unspecified),-1.13,1154,0.0385,-0.16,0.446,0.0339,/,/,0.4%,8.8%,-0.5%,1.7%,i,-0.4,5.3,1.5,5.4
Cc1ccc(-c2cc(C(F)F)nc(N3CCOCC3)n2)cc1,-1.16,1407,0.811,-0.304,0.269,0.0176,0.6,1489,0.7%,-5.7%,0.1%,7.2%,i,-0.9,1.2,1.2,8.5
CCN1CCN(CCCNC(=O)C2CCCN(c3nnc(-n4cccc4)s3)C2)CC1 (stereo unspecified),0.72,1237,0.607,-0.173,0.398,-0.697,-1.9,951,0.6%,10.7%,-0.5%,11.7%,i,-0.8,2.1,2.1,9.8
Cc1cccc(N2CCN(c3nc4nonc4nc3N3CCSCC3)CC2)n1,-0.33,1743,0.451,-0.276,0.429,-0.543,-2.2,1033,0.1%,-2.1%,3.3%,5.9%,i,14.9,2.8,3.1,9.4
CCC(=O)Nc1nonc1-c1nc2ccccc2n1Cc1cccc2ccccc12,/,/,-0.365,-0.0208,-0.778,0.598,100.6*,130*,-0.9%,10.8%,-1.5%,1.2%,+,47.5*,13.3,33.7,47.1
Cc1cccc(/C=C2/S/C(=N/N=C3\CC4CCC3(C)C4(C)C)NC2=O)c1 (stereo unspecified),0.34,1561,-0.896,-0.186,0.107,0.364,-0.5,1495,-1.7%[50 µM],9.2%,-1.6%,7.8%,i,28.4,1.5,1.5,13.3
Cc1ccc(NC(=O)NC2=N/C(=C(/C#N)C(=O)N3CCCC3)c3ccccc32)cc1,-2.69,1036,/,/,/,/,1.0,715,0.1%,/,0.5%,/,/,/,/,/,/
Cc1ccc(Oc2c(C=O)c3ccccc3n2C)cc1,-0.05,1574,1.45,-0.126,0.811,-0.966,0.7,1278,0.0%,-1.6%,-2.3%,3.2%,i,5.2,0.8,1.7,4.7
